# Screening results deposited in PubChem BioAssay by National Center for Advancing Translational Sciences (NCATS).
# D1 antag – human D1 dopamine receptor antagonism | P21728 | HEK293 TREx D1 cells, calcium flux, dopamine EC80; stronger effect = lower value | activity change, negative = inhibition, % at 10 µM | actives 3.2% (n = 360,000) | AID 504652; in the data active = activity change below about -30%; note: % is set by controls: 0 for no effect and ±100 for the full control effect
# Target sequence (P21728 whole entry, looked up): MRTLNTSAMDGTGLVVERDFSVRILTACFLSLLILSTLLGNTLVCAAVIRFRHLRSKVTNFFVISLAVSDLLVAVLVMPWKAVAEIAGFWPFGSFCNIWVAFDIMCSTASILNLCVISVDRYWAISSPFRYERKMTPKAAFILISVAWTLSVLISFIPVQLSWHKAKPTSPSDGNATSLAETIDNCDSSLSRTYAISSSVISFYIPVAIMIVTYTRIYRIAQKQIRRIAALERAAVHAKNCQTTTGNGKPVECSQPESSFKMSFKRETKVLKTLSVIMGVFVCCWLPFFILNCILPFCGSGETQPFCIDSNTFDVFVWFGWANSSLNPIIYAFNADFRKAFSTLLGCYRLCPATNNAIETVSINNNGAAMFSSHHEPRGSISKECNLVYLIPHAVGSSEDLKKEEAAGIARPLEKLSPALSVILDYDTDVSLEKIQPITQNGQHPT
#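 Compound effects on dopamine-evoked calcium signalling were measured in tetracycline-induced HEK293 Trex D1 cells. Dopamine at EC80 followed a 180 s compound pre-read, and fluorescence was tracked kinetically for 180 s more.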
# Vif-A3F inh – Vif-A3F binding inhibition; HeLa A3F-eYFP + Vif (tagged APOBEC3F with the HIV-1 protein that degrades it), YFP fluorescence increase; Potency, µM (series often up to 46.1 µM), for the others: top-dose activity, negative = active; actives 0.2% (n = 390,000); note: potency is the fitted concentration of half-maximal effect; % of control where 0% means no effect; nearly all actives have a fitted effect of over 65% in size
#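 Fluorescence increase (Ex 488/Em 500-530) after overnight compound treatment at 37 deg C flags inhibition of Vif-driven A3F-eYFP loss in stable HeLa A3F-eYFP/Vif cells seeded overnight beforehand.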
# RXFP1 agonist – activates the human relaxin receptor RXFP1. Q9HBX9. AID 2676. HEK293T-RXFP1 cAMP TR-FRET, 30 min; response scale: percent of porcine relaxin response, buffer zero. actives 0.3% (n = 370,000). Potency, µM (doses to about 57.5 µM), without a hit: top-dose activation, most hits filed as activators; note: potency is the fitted concentration of half-maximal effect; % is set by controls: 0 for no effect and ±100 for the full control effect; nearly all actives have a fitted effect of over 60% in size; many of its hits are not listed in these tables
#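 HEK293T cells stably expressing RXFP1 were pretreated with the PDE4 inhibitor Ro 20174, exposed to compounds for 30 min at 37C, lysed, and cAMP was read by TR-FRET. Data normalized to buffer (basal) and 29 nM porcine relaxin (100%).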
# D2 potentiator – positively modulates the human D2 dopamine receptor allosterically; P14416; HEK293 T-REx D2, calcium flux, EC20 dopamine potentiation; potentiation, % at 10 µM; actives 0.34% (n = 340,000); AID 485347;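 active = potentiation over 3 SD above the plate norm, cut at about 30% in these data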; note: 0% is about no effect
#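 Potentiation of an EC20 dopamine calcium response is measured in a force-coupled, tetracycline-inducible Hek293 Trex D2 line. Compound-only kinetic reads over 180 s flag agonists before dopamine addition.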
# GRP78 ERSR act – ER stress response induction in glioma; U87-MG GRP78 promoter luciferase reporter, 16 h; Potency, µM, for the others: at the highest dose activation, actives largely listed as activators; actives 0.02% (n = 420,000); AID 602332; note: potency is the fitted concentration of half-maximal effect; series mostly up to about 76 µM; % of control where 0% means no effect; nearly all actives have a fitted effect of over 35% in size
#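 ERSR induction read as luciferase luminescence (Bright-Glo, 10 min at room temperature) in stably transfected human U87-MG glioma cells exposed to compounds for 16 h, using GRP78 as sensor.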
# D1 agonist – agonists of human D1 dopamine receptor | actives 1% (n = 360,000) | HEK293 T-REx D1 cells, calcium flux, agonist mode | P21728 | activation, % at 2 µM | AID 504660; in the data active = activation above about 30%; note: 0% is about no effect
#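 Inducible HEK293 T-REx D1 cells, force-coupled to calcium signalling, were plated at 4000 cells/well with tetracycline and held overnight at 30 C. After no-wash calcium dye loading, compound-evoked calcium rise over 180 s flagged agonists.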
# D1 PAM – potentiators of human D1 dopamine receptor. actives 0.036% (n = 360,000). P21728. AID 504651. HEK293 TREx D1 cells, calcium flux, dopamine EC20 potentiation. potentiation, % at 10 µM; in the data active = potentiation above about 30%; note: 0% is about no effect
# LDHA inh – inhibitors of human lactate dehydrogenase A. AID 1347041. actives 0.15% (n = 480,000). activity change, % (values are at about 110 or 230 µM). purified LDHA, NADH/diaphorase-resazurin fluorescence; stronger effect = lower value; in the data active = activity change below about -30%; inconclusive = mostly about -25% to -30%;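 note: plate controls were DMSO wells for no effect and wells without enzyme for full effect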
#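 LDH5 2 nM; NADH 0.06 mM, pyruvate 0.2 mM; 200 mM Tris pH 7.4, EDTA, Tween-20; 5 min RT. Detection: diaphorase 0.133 mg/mL + resazurin 37 µM, fluorescence ex540/em590 at 0 and 20 min; normalized to enzyme-free and DMSO wells.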
# Vif-A3G inh – inhibitors of Vif-APOBEC3G interaction. Q9HC16. HeLa A3G-eYFP + Vif (tagged APOBEC3G with the HIV-1 protein that degrades it), YFP fluorescence, overnight. Potency, µM (highest dose often 46.1 µM), for the others: at the top dose activity, negative = active, actives largely listed as inhibitors. actives 0.076% (n = 410,000). AID 602310;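 note: potency is the fitted concentration of half-maximal effect; % is set by controls: 0 for no effect and ±100 for the full control effect; nearly all actives have a fitted effect of over 60% in size; hits raise eYFP signal because A3G escapes Vif-driven loss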
# Target sequence (Q9HC16 whole entry, looked up): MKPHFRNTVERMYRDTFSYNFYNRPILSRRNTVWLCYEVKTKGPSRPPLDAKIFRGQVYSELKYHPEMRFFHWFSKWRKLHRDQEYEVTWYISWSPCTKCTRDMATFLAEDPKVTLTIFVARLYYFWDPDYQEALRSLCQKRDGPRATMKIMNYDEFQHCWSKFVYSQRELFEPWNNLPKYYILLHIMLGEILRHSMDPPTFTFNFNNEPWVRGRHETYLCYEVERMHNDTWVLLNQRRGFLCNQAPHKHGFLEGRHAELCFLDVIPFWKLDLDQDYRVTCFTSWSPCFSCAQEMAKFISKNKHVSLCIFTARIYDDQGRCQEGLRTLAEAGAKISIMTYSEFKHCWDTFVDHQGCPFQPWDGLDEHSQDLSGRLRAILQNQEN
#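 HeLa cells stably expressing Vif and C-terminally eYFP-tagged A3G, seeded overnight at 37 deg C, then exposed to compound by pintool overnight at 37 deg C. Rise in yellow fluorescence (Ex 488/Em 500-530, Acumen) marks blocked Vif-driven A3G degradation.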
# * marks the source's active call; other numbers are inactive results; ? = inconclusive; . = not tested or not shown; & = joins results of further samples. Unless noted, calls come from the whole dose curve; as a rule, active = well fitted curve in the direction sought with a large enough effect; inconclusive = small, poorly fitted or top-dose-only effect, or another doubt; inactive = no such curve, though single readings can be large; an effect the other way counts as inactive or inconclusive. This is a subset; count on the stated rates, not on these rows.
# A first look:
SMILES,D1 antag,Vif-A3F inh,RXFP1 agonist,D2 potentiator,GRP78 ERSR act,D1 agonist,D1 PAM,LDHA inh,Vif-A3G inh
COc1ccc(-n2nc(C(N)=O)nc2-c2ccccc2)cc1,10,-3%,0.9%,6,-4%,4,0,-2,0%
Cc1c(Cl)cccc1Nc1ccccc1C(=O)O,10,-3%,2.4%,1,?,1,-11,-7,-6%

# The whole of this part, from the start:
SMILES,D1 antag,Vif-A3F inh,RXFP1 agonist,D2 potentiator,GRP78 ERSR act,D1 agonist,D1 PAM,LDHA inh,Vif-A3G inh
COc1ccc(-n2nc(C(N)=O)nc2-c2ccccc2)cc1,10,-3%,0.9%,6,-4%,4,0,-2,0%
Cc1c(Cl)cccc1Nc1ccccc1C(=O)O,10,-3%,2.4%,1,?,1,-11,-7,-6%
CCCSc1nc(N)nc(-c2cccs2)c1C#N,0,1%,-1.4%,6,4%,0,3,-1,-4%
CCC1(C)Cc2c(sc3c2c(=O)n(C)c2nnc(SCc4ccccc4)n32)CO1 (centres undefined),3,-24%,-0.1%,7,-4%,0,6,-4,3%
Cc1ccc(-c2nn(-c3ccccc3)cc2CSC(=N)N)cc1,32,6%,3.0%,-5,-4%,51*,1,-3,-22%
COc1cccc(N2CCN(C(=O)CCCn3c(=O)[nH]c4ccc(Br)cc4c3=O)CC2)c1,-25,-2%,1.7%,-8,-4%,1,0,-8,-11%
CS(=O)(=O)C1=C(O)C(=O)N(c2ccccc2)C1c1ccccc1 (centres undefined),-10,.,2.6%,-2,6%,3,-4,-4,-1%
CCS(=O)(=O)N1CCc2cc(C(=O)Nc3cccc(Cl)c3C)ccc21,5,2%,0.1%,-7,3%,4,1,-2,3%
O=c1c2ccccc2nc2n1CCCN2,14,-10%,5.2%,-9,-2%,0,2,-7,-1%
O=C(Nc1cc2c(cc1C(=O)O)OCCCO2)c1ccc(C(F)(F)F)cc1,-28,7%,1.4%,.,4%,4,-7,-1,0%
Cc1nc(CCNC(=O)Cc2ccc(Cl)cc2)cs1,17,1%,2.7%,-7,1%,-2,5,-8,-2%
CC(C)Nc1nc(-c2cccnc2)nc(-c2ccccc2)c1C#N,11,8%,4.9%,5,-2%,1,-1,-2,0%
Cn1c(=N)n(CC(=O)c2ccc(Cl)c(Cl)c2)c2ccccc21,4,-13%,-0.8%,-5,-11%,4,22,-12,3%
O=C(Nc1ccc(CN2CCS(=O)(=O)CC2)cc1)c1ccccc1,-6,-3%,0.0%,-1,3%,2,3,-8,5%
CCOc1c(Cl)cc(Cl)cc1CNCCSc1nnnn1C,3,1%,2.7%,.,-2%,4,-3,-7,0%
COc1ccccc1C(=O)Nc1ccc(C2=NNC(=O)CC2C)cc1 (centres undefined),-9,6%,8.5%,7,-3%,3,-2,-8,0%
Cn1c(=O)[nH]c(=O)c2c1nc(N1CCNCC1)n2Cc1cccc2ccccc12,12,-2%,-0.2%,3,-2%,1,-2,-3,4%
Cc1ccc(CNC(=O)CSC2=Nc3ccccc3C3=NC(C)C(=O)N23)cc1 (centres undefined),-2,3%,2.7%,4,-3%,-1,1,-5,0%
CCOc1ccc(C2/C(=C(/O)c3ccc4c(c3)CC(C)O4)C(=O)C(=O)N2CCCn2ccnc2)cc1 (centres undefined),2,-6%,22%,16,-1%,3,-2,-1,1%
O=C(NN/C(=N/S(=O)(=O)c1ccc(Cl)cc1)c1ccccc1)c1cccc(Cl)c1,-13,8%,1.4%,0,-4%,-2,7,1,-1%
Cc1ccc(-c2n[nH]c(=O)c3ccccc23)cc1S(=O)(=O)Nc1ccccc1,-8,-26%,1.9%,2,-4%,8,0,2&-6,?
O=[N+]([O-])c1ccccc1N/N=C1\CC2CC=CC12 (centres undefined),-2,-1%,0.0%,5,14%,1,0,1,-6%
COc1cccc(CNC(=O)CCCn2c(=O)c3cccn3c3cccnc32)c1OC,-15,0%,19%,4,-1%,1,-5,1,-1%
N#CC(C(=O)NC1CCCCC1)c1nc2ccccc2nc1N1CCN(c2ccccc2F)CC1 (centres undefined),-35*,-8%,2.4%,2,-4%,10,-3,-5,0%
Cc1nnc(SCC(=O)Nc2ccc3c(c2)OCO3)n(N)c1=O,5,-11%,9.3%,-4,-5%,1,0,-3,-8%

# Carrying on:
SMILES,D1 antag,Vif-A3F inh,RXFP1 agonist,D2 potentiator,GRP78 ERSR act,D1 agonist,D1 PAM,LDHA inh,Vif-A3G inh
CCC1CN(C(=O)N2CCC(C(=O)NCc3cccc(C)c3)CC2)c2ccccc2O1 (centres undefined),-32*,1%,0.5%,0,-1%,0,-2,-8,-2%
COc1ccccc1S(=O)(=O)N(C)C[C@@H]1OCc2cn(nn2)CCCC(=O)N([C@H](C)CO)C[C@H]1C,.,-9%,.,.,-1%,.,.,-17,4%
N#CCCNS(=O)(=O)c1ccc(C(=O)OCC(=O)Nc2ccc3c(c2)OCO3)cc1,6,4%,0.2%,2,-1%,2,-3,4,3%
CCOC(=O)N1CCc2c(sc3c2c(=O)n(-c2ccc(F)cc2)c(=O)n3CC(=O)c2ccccc2)C1,24,-8%,4.5%,3,-3%,-2,0,-2,-5%
O=C(CCCCCCCC(=O)N1CCCCCC1)N1CCCCCC1,.,-3%,.,.,-5%,.,.,-7,2%
CCN(CC(=O)Nc1ccc(NC(C)=O)cc1)C(=O)C1CCCC1,5,-8%,1.1%,.,0%,2,-3,4,-1%
Cc1ccc2ccccc2c1NC(=O)Cn1nnc(-c2cccnc2)n1,3,8%,5.4%,-3,-3%,0,-1,-8,-8%
Cc1ccc(C(=O)NC(=S)Nc2ccccc2C(F)(F)F)cc1C,8,12%,1.1%,-11,3%,-3,6,-9,0%
Cc1ccc(-c2nnc3c4ccccc4c(C)nn23)cc1NC(=O)c1ccccc1Cl,-5,-8%,0.3%,2,-2%,-1,2,-5,2%
COc1ccc(-n2ncc3c2CC(C)(C)CC3NC(=O)CCn2cncn2)cc1 (centres undefined),16,-10%,4.5%,-1,-4%,4,2,-8,1%
CC(C)C(C)NC(=O)COc1ccc(OCc2ccccc2)cc1 (centres undefined),-13,2%,0.5%,3,-3%,12,2,-4,1%
O=C(/C=C/c1ccc(Cl)cc1Cl)Nc1cccc(S(=O)(=O)NC2=NCCC2)c1,-31*,5%,-0.2%,-1,-6%,8,-8,2,-11%
Nc1c2c(nn1-c1ccc(C(=O)O)cc1)CNC2,5,-1%,2.0%,-2,4%,1,-1,-5,0%
c1ccc(-c2nc(C3CCCCC3)c3ccccc3n2)cc1,52,-2%,0.7%,-2,-4%,4,2,-2,0%
COC(=O)c1ccc2c(=O)[nH]c(COC(=O)c3[nH]c(C)c(C(C)=O)c3C)nc2c1,.,-7%,.,.,-2%,.,.,-5,-3%
FC(F)(F)c1ccccc1-c1nc(-c2ccncc2)no1,-27,11%,-3.1%,1,3%,3,-5,-8,0%
CCOC(=O)C1=NOC(CN(c2ccccc2)S(=O)(=O)c2ccc(Cl)cc2)C1 (centres undefined),3,-16%,-3.7%,7,2%,2,-3,2,-5%
O=C(NCc1ccccc1Cl)NCc1noc2ccccc12,-2,0%,1.6%,-12,2%,1,-4,-4,1%
CCOc1ccc(CCNC(=O)C2CCN(Cc3nc(-c4ccccc4C)oc3C)CC2)cc1OCC,-14,2%,-0.6%,2,4%,9,-2,-14,-4%
C#CCn1cnc2c(cnn2-c2ccc(F)cc2)c1=O,9,2%,1.8%,.,-3%,5,-2,-7,3%
Nc1cc(=O)[nH]c(SCc2ccccc2Cl)n1,14,1%,-0.7%,-3,-7%,2,-3,-2&-6,0%
COc1cc2c(cc1OC)C(C)N(C(=O)CCN1C(=O)C3C4C=CC(C4)C3C1=O)CC2 (centres undefined),23,-6%,0.5%,2,8%,5,6,0,0%
Cc1cccc(OCCNc2cc(N3CCOCC3)ccc2[N+](=O)[O-])c1,0,-1%,2.4%,4,10%,3,-8,3,0%
CCC(CC)C(=O)NCc1ccc(Cl)cc1,22,12%,1.2%,3,-1%,-1,-6,-2,1%
O=C(Nc1ccc(N2CCOCC2)c(Cl)c1)c1ccc(S(=O)(=O)N2CCOCC2)cc1,4,-6%,0.5%,2,-5%,3,-9,1,-9%

# Part of the list above in a different format.
structure	D1 antag	Vif-A3F inh	RXFP1 agonist	D2 potentiator	GRP78 ERSR act	D1 agonist	D1 PAM	LDHA inh	Vif-A3G inh
Cc1ccc(CNC(=O)CSC2=Nc3ccccc3C3=NC(C)C(=O)N23)cc1 (centres undefined)	-2	3%	2.7%	4	-3%	-1	1	-5	0%
O=C(NCc1ccccc1Cl)NCc1noc2ccccc12	-2	0%	1.6%	-12	2%	1	-4	-4	1%

# Following part
SMILES,D1 antag,Vif-A3F inh,RXFP1 agonist,D2 potentiator,GRP78 ERSR act,D1 agonist,D1 PAM,LDHA inh,Vif-A3G inh
CN(C)C(=O)c1ccc(NC(=O)CC2SC(N3CCCC3)=NC2=O)cc1 (centres undefined),2,-15%,-1.2%,-1,-5%,4,-3,-5,2%
CCCNC(=O)N(C)C[C@@H]1Oc2ncc(-c3ccncc3)cc2C(=O)N([C@H](C)CO)C[C@@H]1C,.,1%,.,.,-1%,.,.,-2,0%
NS(=O)(=O)c1ccc(NC2(C(=O)O)CCCC2)cc1,-10,-3%,1.7%,7,-2%,3,-4,-6,3%
O=C(O)c1ccc(NC(=O)C2C3CCC(O3)C2C(=O)O)cc1 (centres undefined),9,-17%,1.1%,2,-2%,1,11,-2,7%
CC1(C)C=C(c2ccc(C=O)s2)CC(C)(C)N1,-3,2%,-0.4%,6,-3%,2,-2,-6,0%
CCS(=O)(=O)N1CCCC(C(=O)NCc2ccc3c(c2)OCO3)C1 (centres undefined),-1,2%,0.0%,2,1%,-1,0,-7,1%
Cc1cccc(OCC(=O)N(Cc2cccs2)c2ccc(Cl)cc2)c1C,2,0%,-0.9%,-4,-3%,20,-2,-1,-5%
